# hERG WT inh – blocks the wildtype human KCNH2 potassium channel. Q12809. U2OS, BacMam KCNH2, thallium flux FluxOr; hits give low values. activity change, % at 1.84 µM. actives 0.37% (n = 340,000). AID 720551;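 active = maximum activity change below -70%; inconclusive = maximum activity change between -70% and -50%; inactive = maximum activity change above -50%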
#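 U2OS cells transduced with wild-type KCNH2 virus are loaded with FluxOr dye for 45 min, and thallium flux is measured in kinetic reads before and after stimulation buffer. Rate constants are normalized to DMSO controls.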
# Eya2 phos inh – inhibitors of human Eya2 phosphatase activity; recombinant Eya2, OMFP fluorescence dephosphorylation (OMFP is methylfluorescein phosphate); Potency, µM (doses to about 76.9 µM), for inactives: at the highest dose activity, negative = inhibition, usual class: inhibitors; actives 0.006% (n = 330,000); also: potency is read from the fitted curve at half-maximal effect
#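 Eya2 protein (added as 0.2 uM solution) was preincubated with compound for 10 min at ambient temperature in 50 mM HEPES pH 7.5, 50 mM NaCl, 5 uM MgCl2, 0.05% BSA, 1 mM DTT. OMFP (added at 50 uM) then reacted 10 min; fluorescence read at 485/525 nm.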
# PKM2 act – activators of human pyruvate kinase M2 | actives 0.34% (n = 260,000) | Potency, µM (top dose mostly 57.5 µM), for the others: at the highest dose activation, actives largely listed as activators | P14618 | purified PKM2, Kinase-Glo ATP luminescence, activation; response scale: 0% is enzyme alone, no compound | AID 1631; also: potency is read from the fitted curve at half-maximal effect; nearly all actives have a fitted effect of over 55% in size
# Target sequence (P14618 whole entry, looked up): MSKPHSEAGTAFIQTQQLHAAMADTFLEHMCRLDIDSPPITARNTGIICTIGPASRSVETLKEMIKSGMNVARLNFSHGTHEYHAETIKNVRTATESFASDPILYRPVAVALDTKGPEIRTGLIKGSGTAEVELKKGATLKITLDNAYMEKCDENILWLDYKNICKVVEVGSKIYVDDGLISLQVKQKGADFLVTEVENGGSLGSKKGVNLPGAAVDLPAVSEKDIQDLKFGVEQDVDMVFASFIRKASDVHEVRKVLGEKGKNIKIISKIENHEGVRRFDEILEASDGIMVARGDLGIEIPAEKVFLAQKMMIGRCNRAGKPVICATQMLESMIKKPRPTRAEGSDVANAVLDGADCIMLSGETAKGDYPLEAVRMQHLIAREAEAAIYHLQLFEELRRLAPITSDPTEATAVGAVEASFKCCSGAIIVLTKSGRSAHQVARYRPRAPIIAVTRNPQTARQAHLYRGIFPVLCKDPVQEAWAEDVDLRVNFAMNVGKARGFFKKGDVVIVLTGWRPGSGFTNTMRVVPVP
#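 hPK-M2, >95% pure; 0.1 mM ADP / 0.5 mM PEP final; imidazole pH7.2 buffer w/ 7 mM MgCl2, 50 mM KCl; 1 h RT; Kinase-Glo lum. Intermediate enzyme activity for dual inhibitor/activator qHTS.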
# KCNH2 3.1 block – inhibitors of human KCNH2 3.1 potassium channel isoform; U2OS KCNH2 3.1, thallium flux FluxOr; hits give low values; activity change, % (tested at about 1.8 µM); AID 720553; actives 0.95% (n = 340,000);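 active = maximum activity change below -70%; inconclusive = maximum activity change from -70% to -50%; inactive = maximum activity change above -50%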;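 also: thallium influx rate constant from kinetic fluorescence after stimulation buffer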
#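 Measured as rate of thallium-driven FluxOr signal in transduced U2OS cells carrying the 3.1 channel, read kinetically for 2 min upon stimulation; values are rate constants scaled to DMSO control wells.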
# BCR signal inh – blocks chronic active B-cell receptor signaling. ABC-DLBCL IkBa-CBG/CBR reporter, luminescence ratio, 4 h. Potency, µM (highest dose often 46.1 µM), for the others: at the highest dose ratio change, negative = lower green/red ratio, actives largely listed as inhibitors. actives 0.05% (n = 340,000). AID 493014; active = well fitted inhibition curve with a large enough effect in the signal ratio, with a control signal flat, not every such curve was filed as active; inconclusive = small, poorly fitted or top-dose-only effect, or effect the other way, or a change in a side signal; the % refers to the signal ratio;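 also: potency is read from the fitted curve at half-maximal effect; plate controls were basal doxycycline-induced cells for no effect and cells given 10 µM MG132 for full effect; MG132 reads +100%, hits lower the ratio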
#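 Cell line TMD8 (human ABC DLBCL), stably expressing tet-inducible CBG68-IkBa fusion and CBR; IMDM/0.5% FBS; cpd up to 46 uM; dox induction, 4 h, 37C/5% CO2; dual luminescence; green/red ratio; MG132 control.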
# B2AR arrestin – agonists driving beta-arrestin recruitment to human beta2-adrenergic receptor; Potency, µM (top dose mostly 46.1 µM), for inactives: at the highest dose activation, most hits filed as activators; P07550; actives 0.02% (n = 330,000); AID 492947; beta-arrestin recruitment to beta2AR, cell-based reporter;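 also: potency is read from the fitted curve at half-maximal effect; 0% = DMSO controls and full agonism = EC100 isoproterenol or metaproterenol; nearly all actives have a fitted effect of over 65% in size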
# Giardia killer – Giardia lamblia killing. AID 540267. activity change, % at 7.66 µM, hits read low. Giardia lamblia trophozoite viability. actives 0.15% (n = 340,000); in the data active = activity change below about -80%; inconclusive = between about -30% and that limit;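 also: parasites exposed to compound for two days anaerobically before the ATP read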
#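 Compounds were tested on trophozoites seeded at 100 cells/well and held 48 hrs at 37 deg C anaerobically. An ATP-based luminescent kit measured the remaining live cells.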
# Coupling enz – coupling enzyme interference in Giardia aldolase counter-screen; coupling enzyme system counterscreen, AmpLite Red fluorescence; activity change, negative = inhibition, % at 58.2 µM, hits read low; actives 0.67% (n = 290,000); in the data active = activity change below about -30%
#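 First, compound is pin-transferred into glyceraldehyde-3-phosphate coupling-enzyme reagent at 57.5 uM final and held 10 min at RT. Next, substrate, coupling system and AmpLite Red are added. After 20 min RT, fluorescence (525/598 nm) is read.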
# GALK inhibitor – inhibitors of human galactokinase; P51570; Purified GALK, Kinase-Glo residual ATP luminescence; Potency, µM (top dose mostly 57.5 µM), for the others: at the top dose activity change, negative = inhibition, actives largely listed as inhibitors; actives 0.007% (n = 270,000); also: potency is read from the fitted curve at half-maximal effect
# Target sequence (P51570 whole entry, looked up): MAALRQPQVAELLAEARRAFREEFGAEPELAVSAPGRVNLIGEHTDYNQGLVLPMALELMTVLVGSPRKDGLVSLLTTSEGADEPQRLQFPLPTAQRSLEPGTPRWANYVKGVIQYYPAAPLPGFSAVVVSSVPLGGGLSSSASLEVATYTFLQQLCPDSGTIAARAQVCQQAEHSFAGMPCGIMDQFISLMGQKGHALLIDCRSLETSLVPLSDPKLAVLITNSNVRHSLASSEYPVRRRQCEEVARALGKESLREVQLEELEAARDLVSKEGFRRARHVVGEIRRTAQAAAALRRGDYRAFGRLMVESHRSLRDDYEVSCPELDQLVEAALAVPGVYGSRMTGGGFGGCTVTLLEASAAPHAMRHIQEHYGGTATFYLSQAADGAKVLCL
#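 Quantitative HTS: GALK 5 nM, ATP 35 uM, galactose 100 uM, 1 h room temperature, then luciferase-based ATP detection.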
# USP2a inh – inhibitors of human ubiquitin-specific protease USP2a; actives 0.01% (n = 330,000); USP2 core, Ub-CHOP2 coupled fluorogenic reporter, 485/531; Potency, µM (top dose mostly 38.3 µM), for inactives: top-dose activity change, negative = inhibition, actives largely listed as inhibitors;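 also: potency is read from the fitted curve at half-maximal effect; plate controls were DMSO wells for no effect and full inhibition by NEM control for full effect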
#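 USP2 core (10nM final) preincubated 30min RT with compound in 20mM Tris-HCl pH 8.0, 2mM CaCl2, 2mM beta-mercaptoethanol, 0.05% CHAPS; 25nM Ub-CHOP2 plus 25nM reporter substrate added, fluorescence (Ex485/Em531) read after 60min.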
# uPA surface inh – cell surface uPA generation inhibition; cell surface uPA generation assay, qHTS; Potency, µM (highest dose often 38.3 µM), for inactives: top-dose activity change, negative = inhibition, hits mostly inhibitors; actives 0.31% (n = 330,000); active = well fitted inhibition curve with a large enough effect; inconclusive = small, poorly fitted or top-dose-only effect; inactive = no such curve, though single readings can be large or run the other way; tested in mouse RAW 264.7 cells; also: potency is read from the fitted curve at half-maximal effect; nearly all actives have a fitted effect of over 55% in size
# * = called active by the depositor; ? = inconclusive; nt = not tested or not shown; [ ] = remark or other dose. Unless noted, calls follow the shape of the dose curve; as a rule, active = well fitted curve in the direction sought with a large enough effect; inconclusive = small, poorly fitted or top-dose-only effect, or another doubt; inactive = no such curve, though single readings can be large; an effect the other way counts as inactive or inconclusive. Unless noted, % is scaled to controls: 0 for no effect and ±100 for the full control effect.
SMILES,hERG WT inh,Eya2 phos inh,PKM2 act,KCNH2 3.1 block,BCR signal inh,B2AR arrestin,Giardia killer,Coupling enz,GALK inhibitor,USP2a inh,uPA surface inh
O=C(COc1cc2oc(=O)c3c(c2cc1Cl)CCC3)NCCCN1CCCC1=O,-2,2%,nt,8,5%,-0.9%,-5,nt,-4%,1%,-2%
CC(=O)c1cccc(NC(=O)c2ccccc2-c2ccccc2C(=O)O)c1,-21,-2%,4%,14,1%,0.9%,3,13,0%,-2%,4%
CCC(=O)N1CCc2cc(S(=O)(=O)NCCCN(CC)Cc3ccccc3)ccc21,3,1%,-2%,3,0%,0.1%,20,0,0%,-1%,-2%
O=C(NCC(=O)N(c1cccnc1)C(C(=O)NC1CCCCC1)c1ccccc1)c1ccco1 (stereo unspecified),-1,5%,-4%,7,0%,-0.5%,-5,1,4%,3%,-1%
S=C(Nc1ccccc1)N1CCC(Cc2ccccc2)CC1,-5,?,-1%,-24,-4%,-0.3%,-14,-4,-1%,0%,-5%
Cc1ccc(NC(=O)CNC(=O)c2cccc(C)c2)nc1,-2,-19%,nt,-3,?,-0.4%,-7,nt,nt,0%,2%
O=C1CSC(=S)N1/N=C/c1ccc2c(c1)OCCO2,-1,9%,nt,-15,-2%,0.5%,-11,1,4%,1%,-2%
Cc1cccc(NC(=S)N/N=C/c2cccn2Cc2ccc(F)cc2)c1,-16,-25%,-5%,-6,0%,-0.1%,-9,-1,0%,-2%,-4%
Cc1ccc(S(=O)(=O)Nc2ccc(-c3nc4ccc(C)cc4s3)cc2)cc1,-7,-9%,2%,-22,5%,-0.3%,1,-3,-1%,0%,16%
O=C1NC(=O)C2(COC(c3cccc([N+](=O)[O-])c3)OC2)S1 (stereo unspecified),-1,5%,-2%,-10,-1%,0.1%,-9,9,0%,-1%,1%
Cc1ccc(CNC(=O)C2CCN(S(=O)(=O)c3cccs3)CC2)o1,-12,-6%,?,-7,6%,-0.1%,-9,2,2%,2%,nt
Cc1cccc(N2CCN(c3ccc(N4C(=O)CCCC4=O)cc3[N+](=O)[O-])CC2)c1C,0,-1%,-2%,-9,0%,-1.0%,-9,-8,2%,1%,-2%
CC(C)C[C@@H](CO)N1CCN(Cc2cccc(C#N)c2)CCC1=O,-5,6%,3%,13,-4%,0.3%,3,2,nt,0%,-3%
COc1cc(C(=O)N2C[C@H]3CC[C@H]2C3)ccc1OC1CCN(C(C)=O)CC1,-14,12%,7%,3,0%,0.5%,7,2,-3%,2%,1%
O=C(NCCCN1CCOCC1)c1ccc(CNS(=O)(=O)c2ccc(Br)cc2)cc1,-1,-6%,2%,17,2%,-0.1%,4,4,nt,0%,2%
COc1ccc(N=C(N)N=C(N)N)c(OC)c1,-9,6%,2%,-5,0%,-0.5%,-11,4,2%,-3%,19%
C(#Cc1ccccc1)C[N+]1(CC#Cc2ccccc2)CCCC1,-10,-1%,-4%,-8,-3%,0.2%,16,5,-1%,3%,-10%
C=CCN(CCNP(=O)(OCC)OCC)CP(=O)(OCC)OCC,1,-6%,2%,-28,-7%,-0.6%,3,2,nt,-2%,9%
CCCCN(CC)C(=O)CN(C)S(=O)(=O)c1cccc2nsnc12,13,12%,-1%,-8,-2%,0.0%,-12,-2,0%,0%,-3%
Cc1cc(O)c(C(=O)/C=C/c2ccccc2O)c(=O)o1,-1,12%,nt,33,-4%,0.5%,6,2,-3%,1%,-2%
Cc1onc(-c2ccccc2)c1C(=O)N/N=C/c1ccc([N+](=O)[O-])s1,1,-4%,-4%,-23,?,0.1%,?,0,nt,1%,-7%
CCn1cc(CN2CCCC(CO)(Cc3ccc(F)cc3)C2)c2ccccc21 (stereo unspecified),20,6%,6%,?,0%,-0.7%,-3,-1,-2%,-2%,2%
CN1CCN(/N=C/c2ccc(-c3ccc([N+](=O)[O-])cc3)o2)CC1,11,0%,-4%,4,-1%,-0.5%,-6,1,4%,1%,-18%
COc1ccc2nc(SCC(=O)Nc3ccc4sc(C)nc4c3)c(C#N)cc2c1,-1,0%,1%,-9,-5%,-0.1%,-10,0,-1%,1%,5%
CCCCn1c(=O)[nH]c(=O)c2c1nc(-c1ccc(-c3ccccc3Br)o1)n2CCOC,-5,0%,?,-6,6%,0.0%,-4,-2,2%,-1%,5%
O=C(O)c1ccc(/C=N/Nc2nc(N3CCCCC3)nc(N3CCCCC3)n2)cc1,-4,-2%,-1%,2,-18%,-0.5%,-15,3,0%,2%,7%
CSc1ncccc1C(=O)OCc1ccccc1Cl,19,-6%,-6%,-6,?,-0.9%,?,-2,6%,-3%,-2%
COc1ccccc1C(=O)Nc1ccccn1,-9,-21%,-3%,24,?,-0.1%,-24,0,-4%,-2%,nt
COCC(C)NC(=O)c1ccc(-n2nc(C(F)(F)F)cc2-c2cccs2)cc1 (stereo unspecified),8,?,0%,-2,13%,0.0%,2,-1,0%,4%,-1%
COc1ccc(NC(=S)Nc2ccc(OC)cc2OC)c(OC)c1,1,2%,-14%,15,?,-1.5%,7,0,-2%,1%,2%
O=[N+]([O-])c1cccc(-c2nc(NCc3ccccc3)c3ccccc3n2)c1,-5,-15%,-2%,0,4%,-0.8%,-11,-3,nt,-2%,-4%
CCN=C1NN=C(c2ccc(C)cc2)CS1,1,-1%,3%,-12,?,0.1%,-11,nt,-3%,-3%,-14%
CCCN1C2=NS(=O)(=O)CCN2c2ccccc21,8,-16%,-15%,-11,?,-0.1%,-2,0,-4%,0%,-6%
N#CCn1cc(/C=N/NC(=O)c2cc3c(ccc4ccccc43)o2)c2ccccc21,-13,0%,-12%,18,-2%,-0.2%,-25,3,0%,12%,-29%
CCOC1OC(=O)C(Cl)=C1Nc1ccccc1C (stereo unspecified),-10,-1%,-9%,4,10%,0.3%,-4,8,-1%,5%,-5%
CCOC(=O)Cc1nc(-c2ccc(Cl)cc2)n[nH]1,3,-9%,0%,6,-18%,0.2%,0,0,0%,0%,0%
O=C(CSc1nnc(NC2CCCCC2)s1)NCc1ccco1,-10,15%,2%,-15,0%,0.1%,-18,0,-1%,2%,-15%
Cc1[nH]cnc1CSCc1ccc(F)cc1,5,9%,1%,12,4%,-1.3%,-14,3,1%,2%,2%
Cc1cc(C)cc(N(CC(=O)Nc2ccccc2)C2=NC3CS(=O)(=O)CC3S2)c1 (stereo unspecified),8,26%,-3%,-2,?,2.7%,-17,0,0%,10%,?
Cc1nc2ccc(NC(=O)c3oc4ccc(F)cc4c3C)cc2s1,-5,8%,nt,-14,1%,-0.2%,-9,nt,nt,1%,13%
Cn1ncc(Br)c1C(=O)N1CCOCC1,-21,0%,5%,16,0%,-0.1%,-11,5,2%,7%,5%
Cc1ccc(N(C(=O)CNC(=O)c2ccco2)C(C(=O)NC2CCCC2)c2ccncc2)cc1F (stereo unspecified),-8,-3%,-1%,5,1%,0.1%,-17,0,1%,0%,nt
O=C1CC(c2cccnc2)c2cc3c(cc2N1)OCO3 (stereo unspecified),-10,-4%,3%,-17,6%,-0.1%,4,0,-4%,3%,17%
Cc1ccccc1NC(=O)c1cnc2ccccn2c1=O,-14,15%,3%,-3,4%,-0.1%,?,-1,0%,0%,nt
COc1cc(S(=O)(=O)N(C)C2CCCCC2)c(C)cc1C,-6,-5%,-2%,-15,2%,0.3%,4,6,-3%,1%,?
CCC1(Cc2ccccc2)NC(=O)c2ccccc2O1 (stereo unspecified),-9,-18%,1%,-10,-13%,0.4%,-8,-1,0%,3%,1%
COc1ccc(N2C(=O)C(Cl)=C(N3CCCC3)C2=O)cc1,7,-2%,6%,3,?,-0.8%,23,1,0%,1%,-5%
NNC(=O)CCc1nc2ccccc2[nH]1,nt,1%,-6%,nt,2%,-0.7%,nt,1,1%,1%,nt
Cn1c(-n2c(CCN3C(=O)c4ccccc4C3=O)nc3ccccc3c2=O)nc2ccccc21,nt,27%[15.4 µM],-3%,nt,1%,-0.3%,nt,0,2%,1%,nt
CSc1ccc(S(=O)(=O)NCC(=O)OC(C)C(=O)NCc2ccccc2)cc1[N+](=O)[O-] (stereo unspecified),2,7%,nt,-8,-2%,0.1%,-12,nt,nt,-1%,3%
O=C(CCN1CCOCC1)Nc1ccc2c(c1)CCC2,6,5%,-1%,4,11%,10%,8,1,1%,2%,-3%

# Bioassay records from PubChem BioAssay.
